Bioassay records (PubChem)
B2AR arrestin – qHTS assay of beta-arrestin-biased ligands of beta2-adrenergic receptor; Beta-2 adrenergic receptor (Homo sapiens), P07550; Potency, µM (doses to about 46.1 µM), inactives show at the highest dose activation, usual class: activators; hit rate 0.02% among 330,000; beta-arrestin recruitment to beta2AR, cell-based reporter;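 note: potency is the fitted concentration of half-maximal effect; 0% = DMSO controls and full agonism = EC100 isoproterenol or metaproterenol; nearly all actives have a fitted effect of over 65% in size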
Chronic BCR inh – qHTS Assay to Find Inhibitors of Chronic Active B-Cell Receptor Signaling; hit rate 0.05% among 340,000; ABC-DLBCL IkBa-CBG/CBR reporter, luminescence ratio, 4 h; AID 493014, 2011; Potency, µM (highest dose often 46.1 µM), inactives show top-dose ratio change, negative = lower green/red ratio, usual class: inhibitors; active = well fitted inhibition curve with a large enough effect in the signal ratio, with a control signal flat, not every such curve was filed as active; inconclusive = small, poorly fitted or top-dose-only effect, or effect the other way, or a change in a side signal; the % refers to the signal ratio;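 note: potency is the fitted concentration of half-maximal effect; plate controls were basal doxycycline-induced cells for no effect and cells given 10 µM MG132 for full effect; MG132 reads +100%, hits lower the ratio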
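TMD8 human ABC-DLBCL cells with doxycycline-inducible IκBα–green luciferase fusion and unfused red luciferase, in 0.5% FBS medium; compounds up to 46 uM, 4 h at 37C. Green/red luminescence ratio, filter-overlap corrected, fitted to concentration-response curves.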
USP2a inh – qHTS Assay for Inhibitors of Ubiquitin-specific Protease USP2a Using CHOP2 as the Reporter | USP2 core, Ub-CHOP2 coupled fluorogenic reporter, 485/531 | Potency, µM (series often up to 38.3 µM), inactives show at the top dose activity change, negative = inhibition, actives largely listed as inhibitors | hit rate 0.01% among 330,000 | AID 463254, 2010;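 note: potency is the fitted concentration of half-maximal effect; plate controls were DMSO wells for no effect and full inhibition by NEM control for full effect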
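Cell-free coupled assay: 10nM USP2 core preincubated 30min RT with compound in Tris-HCl pH 8.0/CaCl2/CHAPS buffer, then 25nM Ub-CHOP2 and 25nM reporter substrate; fluorescence (Ex 485/Em 531) read after 60min RT, normalized to NEM inhibition, concentration-response curves fitted.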
ELG1 DNA repair – qHTS screen for small molecules that inhibit ELG1-dependent DNA repair in human embryonic kidney (HEK293T) cells expressing luciferase-tagged ELG1; Potency, µM (doses to about 46.1 µM), without a hit: at the top dose activity change, negative = inhibition, usual class: inhibitors; hit rate 2.3% among 330,000; HEK293T ELG1-luciferase reporter, luminescence, 16 h; DNA damage induced by 5-fluorouridine; note: potency is the fitted concentration of half-maximal effect; % is set by controls: 0 for no effect and ±100 for the full control effect; nearly all actives have a fitted effect of over 55% in size
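Reporter activity after DNA damage by 5-fluorouridine is monitored. Compound-treated cells incubate 16 hr at 37 °C, then ONE-Glo is added for 30 min before luminescence reading.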
Eya2 inh – qHTS Assay for Inhibitors of the Phosphatase Activity of Eya2; recombinant Eya2, OMFP fluorescence dephosphorylation (OMFP is methylfluorescein phosphate); Potency, µM (highest dose often 76.9 µM), for inactives: top-dose activity, negative = inhibition, hits mostly inhibitors; hit rate 0.006% among 330,000; AID 488837, 2010; note: potency is the fitted concentration of half-maximal effect; % is set by controls: 0 for no effect and ±100 for the full control effect
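Eya2 (0.2 uM) preincubated 10 min at ambient with compound, then OMFP substrate added at 50 uM; 10 min reaction in 50 mM HEPES pH 7.5, 50 mM NaCl, 5 uM MgCl2, 0.05% BSA, 1 mM DTT. Fluorescence read at Ex 485/Em 525 nm.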
TCR activator – Activators of T cell receptors: qHTS campaign. primary human leukocytes, anti-CD3, IL-2 HTRF, 48 h. Potency, µM (series often up to 9.22 µM), without a hit: at the top dose activation of IL-2 secretion, actives largely listed as activators. 330,000 tested, under 10 active. AID 504894, 2011; note: % of control where 0% means no effect
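IL-2 release read by HTRF sandwich (Eu cryptate donor, d2 acceptor, 665 nm emission) after 48 hr exposure of primary human leukocytes to compound together with anti-CD3 beads in the absence of co-stimulatory signals.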
Mito fusion act – qHTS Assay for Small Molecule Inhibitors of Mitochondrial Division or Activators of Mitochondrial Fusion; S. cerevisiae fusion-defective mutant growth rescue, CellTiterGlo 48 h; Potency, µM (doses to about 46.1 µM), for the others: at the top dose growth rescue (activation), hits mostly activators; hit rate 0.23% among 320,000;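 note: potency is the fitted concentration of half-maximal effect; % of control where 0% means no effect; nearly all actives have a fitted effect of over 45% in size; temperature-sensitive fusion mutants such as fzo1-1 at 37 °C on non-fermentable ethanol glycerol medium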
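Yeast fusion mutant, YPEG (non-fermentable carbon), compound, 48 h at 37C non-permissive; CellTiterGlo added, 10 min RT, luminescence read. Rescued growth = division inhibition.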
Tb PFK inh – qHTS Assay to Find Inhibitors of T. brucei phosphofructokinase. T. brucei PFK, ADP-Glo luminescence. Potency, µM (doses to about 57.5 µM), inactives show top-dose activity, negative = inhibition, usual class: inhibitors. hit rate 0.17% among 330,000. AID 485367, 2010;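 note: potency is the fitted concentration of half-maximal effect; 0% = uninhibited 1x PFK enzyme wells and -100% = no-enzyme wells; nearly all actives have a fitted effect of over 60% in size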
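1.25 nM PFK with 0.5 mM F6P and 0.1 mM ATP in 0.1 M TEA pH 8.0, 5 mM MgCl2, incubated 45 min at room temperature; ADP measured by ADP-Glo luminescence; compounds titrated up to 57 uM.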
TSHR antagonist – Antagonists of the Thyroid Stimulating Hormone Receptor: HTS campaign; TSHR-expressing cells, TSH-stimulated cAMP HTRF, 2 h; hits give low values; hit rate 0.2% among 330,000; activity change, negative = inhibition, % at 11.5 µM; Thyrotropin receptor (Homo sapiens), P16473;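 active = activity change below a set negative limit, meaning inhibition stronger than a set level, cut at about -70% in these data; inconclusive = activity change between two set negative limits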; note: % is set by controls: 0 for no effect and ±100 for the full control effect
Target sequence (P16473 whole entry, looked up): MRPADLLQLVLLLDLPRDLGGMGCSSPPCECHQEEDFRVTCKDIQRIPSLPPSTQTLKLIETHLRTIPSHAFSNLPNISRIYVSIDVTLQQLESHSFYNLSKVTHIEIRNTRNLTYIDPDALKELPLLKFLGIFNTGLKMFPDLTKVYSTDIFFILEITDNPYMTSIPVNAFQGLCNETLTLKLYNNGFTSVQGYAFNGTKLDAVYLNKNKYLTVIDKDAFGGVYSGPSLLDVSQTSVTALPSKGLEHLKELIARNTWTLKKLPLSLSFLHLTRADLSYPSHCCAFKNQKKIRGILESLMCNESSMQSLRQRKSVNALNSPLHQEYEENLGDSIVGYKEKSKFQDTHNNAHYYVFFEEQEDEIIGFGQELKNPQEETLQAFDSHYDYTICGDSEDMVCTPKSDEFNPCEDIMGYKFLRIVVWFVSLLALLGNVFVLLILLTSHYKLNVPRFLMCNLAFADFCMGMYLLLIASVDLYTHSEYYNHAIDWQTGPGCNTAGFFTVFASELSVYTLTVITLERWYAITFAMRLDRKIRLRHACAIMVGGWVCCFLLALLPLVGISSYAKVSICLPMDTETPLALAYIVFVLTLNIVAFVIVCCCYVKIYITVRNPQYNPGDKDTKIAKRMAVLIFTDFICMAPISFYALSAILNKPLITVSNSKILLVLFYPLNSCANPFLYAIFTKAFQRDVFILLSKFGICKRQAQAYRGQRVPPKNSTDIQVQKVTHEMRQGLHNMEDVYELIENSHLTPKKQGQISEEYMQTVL
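Read-out is FRET at 665 nm (cryptate excitation 337 nm) from a cryptate-tagged anti-cAMP antibody, competed by cell cAMP against cAMP-d2. Compounds are tested on freshly harvested TSHR cells challenged with 4nM TSH (EC80) for 2 hours at 37 deg C.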
uPA surface inh – qHTS for Inhibitors of Cell Surface uPA Generation. AID 540303, 2011. hit rate 0.31% among 330,000. Potency, µM (titrated, usually from 38.3 µM), inactives show at the highest dose activity change, negative = inhibition, actives largely listed as inhibitors. cell surface uPA generation assay, qHTS; active = well fitted inhibition curve with a large enough effect; inconclusive = small, poorly fitted or top-dose-only effect; inactive = no such curve, though single readings can be large or run the other way; tested in mouse RAW 264.7 cells; note: potency is the fitted concentration of half-maximal effect; % is set by controls: 0 for no effect and ±100 for the full control effect; nearly all actives have a fitted effect of over 55% in size
TSG101-PTAP inh – qHTS Assay for Iinhibitors of HIV-1 Budding by Blocking the Interaction of PTAP/TSG101; Tumor susceptibility gene 101 protein (Homo sapiens), Q99816; Fluorescence polarization, FITC-PTAP peptide / Tsg101 binding; Potency, µM (doses to about 115 µM), without a hit: at the top dose activity change, negative = inhibition, actives largely listed as inhibitors; 340,000 tested, under 10 active; AID 493005, 2010; active = well fitted inhibition curve with a large enough effect in the main read-out, with a control signal flat, not every such curve was filed as active; inconclusive = small, poorly fitted or top-dose-only effect, or effect the other way, or a change in a side signal; inactive = no such curve, though single readings can be large or run the other way; note: potency is the fitted concentration of half-maximal effect; % of control where 0% means no effect
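Fluorescence anisotropy tracks displacement of a FITC-tagged PTAP peptide (50 nM) from the Tsg101 binding domain (10 uM), following a 20 min room-temperature incubation at pH 7.5.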
* hit, by the source's call; ? = inconclusive; . = not tested or not shown; [ ] = dose if it differs, or a comment. Unless noted, calls come from the whole dose curve; as a rule, active = well fitted curve in the direction sought with a large enough effect; inconclusive = small, poorly fitted or top-dose-only effect, or another doubt; inactive = no such curve, though single readings can be large; an effect the other way counts as inactive or inconclusive.

SMILES | B2AR arrestin | Chronic BCR inh | USP2a inh | ELG1 DNA repair | Eya2 inh | TCR activator | Mito fusion act | Tb PFK inh | TSHR antagonist | uPA surface inh | TSG101-PTAP inh
Cc1ccccc1NC(=O)CCNS(=O)(=O)c1ccc2c(c1)CCC(=O)N2 | -1.1% | -1% | 4% | 0% | 1% | 7% | -3% | 3% | 9 | 5% | -2%
CCOc1ccc(C2CC(c3ccccc3)Nc3nc(N)nn32)cc1 (configuration not stated) | -0.2% | 3% | 2% | 5% | 0% | -3% | 2% | 0% | -1 | 1% | -1%
COc1ccc(C(C)=O)cc1CN1C(=O)NC2(CCCCC2C)C1=O (configuration not stated) | -0.8% | 0% | 0% | 12% | -33% | -16% | 1% | -2% | -2 | 0% | -3%
COc1ccccc1N1CCN(C(=O)c2oc3ccc(Br)cc3c2C)CC1 | 0.2% | 2% | 3% | ? | -2% | -2%[46.1 µM] | ? | -3% | 6 | -5% | -2%
Cc1ccc2c(C)cc[n+](CCCS(=O)(=O)[O-])c2c1 | -0.4% | 3% | 3% | 36% | 3% | 11% | -3% | 2% | 8 | -3% | -2%
COc1ccc(CN(C(=O)c2cc3ccccc3oc2=O)C2CCS(=O)(=O)C2)cc1OC (configuration not stated) | -0.4% | -12% | 0% | ? | 4% | 1% | -1% | -13% | 5 | 0% | -2%
CCCOc1ccc(C(=O)N2CCN(Cc3ccc4c(c3)OCO4)CC2)cc1 | -0.1% | -9% | 4% | -14% | 7% | 3% | -3% | -2% | 4 | 6% | -3%
CCN(CC)S(=O)(=O)c1cccc(C(=O)N2CCCCC2)c1 | -0.8% | -1% | 2% | 2% | 13% | 6% | 0% | -2% | 4 | -8% | -2%
COc1ccccc1C(=O)N(Cc1ccc(C)o1)C1CCS(=O)(=O)C1 (configuration not stated) | -0.3% | -4% | 0% | 6% | 0% | -8% | -2% | 15% | 1 | -1% | 1%
O=C(O)/C=C/C(=O)Nc1ccc(-n2nccc2C(F)(F)F)cc1 | -0.5% | ? | 0% | 15% | -7% | -22% | 1% | 2% | 1 | 1% | -1%
Cc1cccc(C)c1NC(=S)NCc1ccccc1 | 0.1% | 1% | 9% | -7% | -5% | 5% | ? | 4% | 4 | -3% | -4%
O=C(c1ccc(-c2ccccc2Cl)o1)N1CCN(c2ccccc2O)CC1 | -0.6% | -13% | -1% | ? | -3% | -1% | 18µM* | -2% | -10 | 1% | -4%
CCOc1ccc(N(C(C)C(=O)N/N=C(\C)c2cccc(NC(=O)c3ccccc3)c2)S(C)(=O)=O)cc1 (configuration not stated) | 0.1% | 7% | 6% | ? | 16% | -1% | 4% | -2% | 6 | -12% | -4%
CC1(C)CC(Cc2nc(=S)[nH][nH]2)C(=O)O1 (configuration not stated) | -0.3% | 0% | 2% | -29% | -23% | 4% | 4% | -5% | 21 | 5% | -1%
Cc1ccc(NC(=O)NC(=O)CSc2nnnn2C)c(C)c1 | 0.4% | 3% | 0% | ? | -2% | 3% | -2% | -1% | -6 | . | -10%
O=C(COC(=O)C1(c2ccccc2F)CCCC1)NCc1cccs1 | 0.5% | -2% | 2% | ? | -10% | 4% | 1% | 5% | 47 | -1% | 1%
Cc1onc(-c2c(F)cccc2Cl)c1C(=O)NC(=S)Nc1c(C)n(C)n(-c2ccccc2)c1=O | -0.2% | 0% | 3% | -7% | -15% | 11% | 7% | 1% | -14 | 1% | 0%
COc1ccc(OC)c(S(=O)(=O)N(C)CC(=O)O)c1 | -0.6% | 2% | 1% | 0% | 17% | 1% | 0% | 1% | -4 | 3% | -2%
CCOC(=O)c1c(S(=O)(=O)NCC(=O)Nc2ccc(F)cc2)c(C)n(C)c1C | -0.3% | 2% | 0% | -1% | -10% | -2% | 13% | 0% | -3 | 3% | -12%
O=S(=O)(Nc1nc2ccccc2nc1Cl)c1ccc2c(c1)OCCO2 | -0.1% | -2% | -2% | ? | -13% | -8% | 2% | 3% | -6 | 0% | -2%
O=C(NCc1cccs1)C1CCC(=O)N1C1CCCCC1 (configuration not stated) | -0.1% | 5% | 0% | 1% | -15% | 6% | 0% | 2% | 13 | 11% | 0%
COC(=O)C1=C(NC(C)=O)CCS1 | -0.4% | 2% | 1% | 17% | -3% | 4%[46.1 µM] | 1% | 7% | 9 | 0% | -4%
CN(C)S(=O)(=O)c1ccc(C(=O)Nc2ccc(S(=O)(=O)NC3=NCCCCC3)cc2)cc1 | -0.8% | 0% | 4% | -2% | 8% | -5% | 2% | -3% | -8 | -3% | -2%
CCn1c2ccccc2c2nnc(SCCCn3c(=O)[nH]c4ccccc43)nc21 | -0.4% | ? | 0% | 23µM* | -4% | . | ? | -5% | -12 | -2% | -7%
CC1=C(C(=O)OCc2ccccc2)C(c2ccccc2-c2ccccc2)NC(=O)N1CCCCCC(=O)O (configuration not stated) | -2.8% | 4% | -1% | 10% | 6% | -7% | ? | 0% | -7 | -5% | 1%
SMILES | B2AR arrestin | Chronic BCR inh | USP2a inh | ELG1 DNA repair | Eya2 inh | TCR activator | Mito fusion act | Tb PFK inh | TSHR antagonist | uPA surface inh | TSG101-PTAP inh
Cc1ccccc1NS(=O)(=O)c1cc(C(=O)Nc2cccc([N+](=O)[O-])c2)ccc1C | 8.3% | ? | -7% | ? | -6% | -1%[46.1 µM] | 30% | -3% | -33 | -4% | -4%
CCC(C)(C(=O)Nc1ccc(OC)cc1)N(C)C(=O)Cn1nnnc1N (configuration not stated) | 0.0% | 9% | 2% | 6% | -3% | -3% | -1% | -1% | 14 | 2% | -4%
N#CC(c1ccccc1)c1ccc(=O)[nH]n1 (configuration not stated) | 0.0% | 7% | 5% | 13% | 1% | 2% | -2% | -21% | 38 | 3% | 6%
CC(C)(C)c1ccc(-c2n[nH]c(=S)n2CCCN2CCOCC2)cc1 | -0.3% | 9% | 1% | -5% | -11% | -2% | -6% | 10% | -3 | -2% | -2%
COC(=O)CCC(=O)OC1(C)C(=O)C2=CN(C(CO)CO)C(c3ccc(OC)cc3)=CC2=C(Br)C1=O (configuration not stated) | -0.6% | 10% | 14% | ? | -5% | . | -14% | -1% | 8 | . | .
Cc1ccc(C(=O)OCC(=O)N(CCc2ccccc2)Cc2ccccc2)cc1S(=O)(=O)N1CCOCC1 | -4.2% | 8% | -1% | ? | 0% | -2% | -2% | -5% | 15 | 2% | -3%
CCOC(=O)C1CCCN(C(=O)c2cc(Nc3ccc(OC)cc3OC)nc3ccccc23)C1 (configuration not stated) | -0.4% | ? | 1% | ? | -1% | . | -1% | 1% | 6 | -1% | -9%
CN(C)S(=O)(=O)c1ccc(N2CCCC2)c(C(=O)NNC(=O)COc2ccc(Cl)cc2)c1 | -0.3% | 2% | 1% | -13% | -9% | -1% | 1% | 0% | 5 | -5% | -5%
Cc1c(NC(=O)Nc2ccc3c(c2)OCO3)c(=O)n(-c2ccccc2)n1C | -2.4% | 11% | -2% | 12% | 11% | . | 3% | 13% | -1 | 3% | -3%
CCCOc1ccc(-c2nc3c(c(=O)[nH]c(=O)n3Cc3ccccc3)n2CCO)cc1OCC | -0.3% | -3% | 2% | -28% | -15% | -1% | -7% | 17% | 4 | -2% | -5%
CCCCC/C=C/C1=CC(=O)C[C@H](c2ccc(OC)cc2)C1 | 0.1% | ? | 2% | 18% | -3% | 0% | 4% | -3% | 10 | 3% | 0%
C/C=C/C=C\C(=O)Nc1cccc(C2=NOC3(C2)C[C@H](C(N)=O)N(C(=O)/C=C/C)C3)c1 (some centres not stated) | -0.4% | -7% | -9% | ? | 11% | 4% | 3% | 4% | -1 | 1% | -2%

Compounds as they come (roughly 3% active in at least one column).
